Screening results: PubChem, several laboratories
GC-A act: GC-A (human) enzyme activation. activation, % at 10 µM. HEK293 GC-A cells, cGMP TR-FRET, EC30 ANP; 0% at EC30 ANP, 100% saturating ANP. 370,000 compounds, 0.14% hits. P16066; in the data active means activation above about 40%
rCAG binder: molecules binding r(CAG) RNA repeats | r(CAG) RNA repeat, TO-PRO-1 dye displacement fluorescence | inhibition, % at 3 µM | 370,000 compounds, 1.3% hits | AID 651821;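 active means inhibition above the plate cutoff, the mean of all test compounds on that plate plus 3 SD, cut at about 35% in these data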;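 further: 0% = DMSO alone and 100% = 100 µM mitoxantrone as full dye displacement; higher means more dye released from RNA so lower well fluorescence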
ABHD4 inh: inhibits mouse alpha/beta hydrolase domain 4 | AID 720543 | purified mABHD4, FP-Rh probe fluorescence polarization | inhibition, % at 8.92 µM | Q8VD66 | 370,000 compounds, 0.54% hits;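 active means inhibition exceeding the mean over every tested compound plus 3 SD, cut at about 30% in these data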;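 further: 0% = plate median of compound wells and 100% = S159A mutant with DMSO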
Target sequence (Q8VD66 whole entry, looked up, the tested form may be a part): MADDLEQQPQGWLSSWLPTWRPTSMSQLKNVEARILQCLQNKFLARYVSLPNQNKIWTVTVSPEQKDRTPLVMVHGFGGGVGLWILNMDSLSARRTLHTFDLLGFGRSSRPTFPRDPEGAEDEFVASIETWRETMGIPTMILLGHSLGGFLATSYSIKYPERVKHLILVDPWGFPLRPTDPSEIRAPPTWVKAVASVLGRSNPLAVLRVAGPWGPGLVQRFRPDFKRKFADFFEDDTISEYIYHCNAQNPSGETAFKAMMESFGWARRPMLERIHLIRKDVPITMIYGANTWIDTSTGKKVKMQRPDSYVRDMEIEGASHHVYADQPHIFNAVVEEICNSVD
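Assay system: Wild-type mouse ABHD4 protein | Medium: HEPES pH 7.0 buffer, 150 mM NaCl, 0.01% Pluronic F-127 | Incubation: Enzyme–compound pre-incubation 45 min, then probe 60 min, both 25 °C | Technique: Fluorescence polarization with parallel and perpendicular emission, 525/598 nm | Evaluation: % inhibition of FP-Rh probe binding versus controls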
GC-B act: GC-B (human) receptor activation; HEK293-GC-B cells, CNP EC30, cGMP TR-FRET; 0% at EC30 CNP, 100% saturating CNP; P20594; activation, % at 10 µM; AID 1920062; 370,000 compounds, 0.11% hits;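 active means activation at 10 µM reaching about 35% in either raw or pattern-adjusted values, limit read from the data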
UHRF1 MBD2 ctr: blocks human UHRF1 binding to methylated DNA. UHRF1 binding to methylated oligo, TR-FRET. inhibition, % at 4.4 µM. 370,000 compounds, 0.75% hits; in the data active means inhibition above about 21%;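 further: UHRF1 SRA domain binding a hemimethylated CpG hairpin DNA probe; 0% = median of test compound wells and 100% = reference inhibitor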
TCR-CD3 inh: inhibitors of human TCR-CD3 interaction; inhibition, % at 9.4 µM; TAMRA-labeled TCR probe fluorescence, biochemical; 360,000 compounds, 0.37% hits; in the data active means inhibition above about 19%;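 further: recombinant mutant TCR 2C K166C tagged with TAMRA read by polarization; 0% = receptor in buffer alone and 100% = receptor with positive control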
MBD2 DNA inh: inhibitors of human MBD2 binding to methylated oligonucleotide; TR-FRET; inhibition, % at 4.4 µM; 370,000 compounds, 0.31% hits; AID 686964; in the data active means inhibition above about 13%
SIAE primary: inhibitors of human sialic acid acetylesterase SIAE. Q9HAT2. 370,000 compounds, 0.69% hits. SIAE FP-Rh probe binding, fluorescence polarization. inhibition, % at 9.66 µM;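 active means inhibition above a cutoff: mean of compounds within the control limits plus 3 SD of those, cut at about 17% in these data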;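 further: 0% = plate median of compound wells and 100% = probe without SIAE protein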
Target sequence (Q9HAT2 whole entry, looked up): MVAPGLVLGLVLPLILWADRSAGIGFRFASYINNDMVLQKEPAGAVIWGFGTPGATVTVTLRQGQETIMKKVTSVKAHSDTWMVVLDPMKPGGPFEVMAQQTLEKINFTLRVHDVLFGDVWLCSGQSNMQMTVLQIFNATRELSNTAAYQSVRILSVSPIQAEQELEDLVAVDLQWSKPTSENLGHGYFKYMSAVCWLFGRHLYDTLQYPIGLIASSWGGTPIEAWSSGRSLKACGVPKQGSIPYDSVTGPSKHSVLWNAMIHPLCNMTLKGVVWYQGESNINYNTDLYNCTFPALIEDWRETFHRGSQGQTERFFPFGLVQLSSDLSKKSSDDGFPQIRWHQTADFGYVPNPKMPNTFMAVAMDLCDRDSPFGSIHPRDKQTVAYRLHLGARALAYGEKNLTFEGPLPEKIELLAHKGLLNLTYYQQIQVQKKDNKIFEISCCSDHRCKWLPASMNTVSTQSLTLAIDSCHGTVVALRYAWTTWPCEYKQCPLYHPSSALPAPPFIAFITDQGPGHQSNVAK
PRMT1 inh: blocks human protein arginine methyltransferase 1; inhibition, % at 2.79 µM; Q99873; 370,000 compounds, 1.3% hits; recombinant PRMT1, activity-based probe fluorescence polarization; AID 652257;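 active means inhibition above about 21% made by adding two undisclosed values, limit read from the data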
HTRA1 inh: blocks human HTRA1 serine peptidase; Q92743; recombinant HTRA1, FP-rhodamine activity-based probe, fluorescence polarization; inhibition, % at 5.96 µM; 340,000 compounds, 0.5% hits; in the data active means inhibition above about 36%;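 further: 0% = enzyme with DMSO and 100% = wells lacking enzyme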
An asterisk follows results filed as active; / = no result given. Some of the compounds tested; count on the stated rates, not on these rows.

Value order: GC-B act, PRMT1 inh, UHRF1 MBD2 ctr, SIAE primary, TCR-CD3 inh, rCAG binder, HTRA1 inh, ABHD4 inh, GC-A act, MBD2 DNA inh
1: NC(=O)[C@H]1CC2(CC(c3cccc(NC(=O)[C@H]4CCC(=O)N4)c3)=NO2)CN1C(=O)c1ccccc1 (stereo not given in full)
    1, 6, 3, -2, 9, -2, -3, 5, 4, 5
2: O=C(CN1C(=O)CCSc2ccccc21)Nc1ccc(F)cc1F
    6, 1, 2, 3, /, 1, /, 2, 2, 4
3: N#Cc1ccc(OCC(=O)NCCN2CCOCC2)cc1
    -4, 0, -1, 15, 3, 3, 3, 2, -2, -6
4: COc1ccc(C2CC(=O)c3cnc(NC(=O)c4ccccc4OC)nc3C2)c(OC)c1 (stereo not given)
    4, 0, 5, -8, -2, -2, -33, -18, 4, 4
5: COc1ccc(N/C(=C/[N+](=O)[O-])SC)cc1
    -6, -2, 2, 5, -2, 4, 6, 3, -3, 0
6: CCC(=O)N/C(=N/c1nc(C)cc(C)n1)Nc1ccc(OC)cc1
    -4, 0, -1, 2, 3, 0, 0, -1, -1, 2
7: Cc1cc(=O)c2c(C)ccc(C)c2[nH]1
    2, -1, 1, -3, 10, -1, -3, -4, 4, -1
8: O=C(NNC(=S)NC1CCCCC1)c1ccc2c(c1)OCO2
    1, -1, 1, 3, 5, 4, 4, 2, 2, -1
9: CN(CCC1CCOCC1)C(=O)CC1C(=O)NCCN1Cc1ccccc1F (stereo not given)
    6, 0, -6, 2, 3, -6, 2, -1, 2, -1
10: COc1ccc(/C=C(\NC(=O)c2ccccc2)C(=O)N/N=C/c2cccnc2)cc1
    0, -2, -2, 5, -2, 3, 2, 2, 1, -2

Given with each value named: entries from further up
9. CN(CCC1CCOCC1)C(=O)CC1C(=O)NCCN1Cc1ccccc1F (stereo not given)
  GC-B act = 6
  PRMT1 inh = 0
  UHRF1 MBD2 ctr = -6
  SIAE primary = 2
  TCR-CD3 inh = 3
  rCAG binder = -6
  HTRA1 inh = 2
  ABHD4 inh = -1
  GC-A act = 2
  MBD2 DNA inh = -1
10. COc1ccc(/C=C(\NC(=O)c2ccccc2)C(=O)N/N=C/c2cccnc2)cc1
  GC-B act = 0
  PRMT1 inh = -2
  UHRF1 MBD2 ctr = -2
  SIAE primary = 5
  TCR-CD3 inh = -2
  rCAG binder = 3
  HTRA1 inh = 2
  ABHD4 inh = 2
  GC-A act = 1
  MBD2 DNA inh = -2

Continuation.
Value order: GC-B act, PRMT1 inh, UHRF1 MBD2 ctr, SIAE primary, TCR-CD3 inh, rCAG binder, HTRA1 inh, ABHD4 inh, GC-A act, MBD2 DNA inh
11: Nc1nc(SCc2ccc([N+](=O)[O-])cc2)c2ncn(C3OC(CO)C(O)C3O)c2n1 (stereo not given)
    5, 4, 7, -4, -3, 3, 5, 2, 5, 2
12: CC(C)n1cc(CN2CCN(C)C(CCO)C2)c2ccccc21 (stereo not given)
    -1, 1, 0, -1, 11, -1, 2, -1, 3, -1
13: N#CCSCC(=O)Nc1ccc(Cl)cc1
    2, 14, -1, 1, 4, -1, 6, 0, 6, -1
14: O=C(NC(=S)Nc1ccccn1)c1cc(-c2ccccc2)nc2ccccc12
    -1, -2, 0, -20, 5, 8, -47, -24, -2, -4
15: Cc1ccc(-n2c(C)cc(C(=O)CSc3nnc4ccccn34)c2C)cc1
    -5, -2, -3, 2, 2, -7, -3, 7, -3, -2
16: C[C@H](NC(=O)c1ccco1)C(=O)Nc1cc(S(=O)(=O)N2CCCC2)ccc1OCC(F)(F)F
    2, 4, 0, 0, -5, 0, 0, 2, 1, -3
17: O=C(c1c(F)c(F)c(F)c(F)c1F)N(Cc1ccccc1)Cc1ccccc1
    -14, 1, 1, 0, 3, -4, -14, -3, -3, 3
18: c1ccc(Nc2ncnc3sccc23)cc1
    0, 0, -2, 2, -6, 2, -4, 10, 3, -1
19: c1ccc2cc(OCCOCCOc3ccc4ccccc4c3)ccc2c1
    -3, -1, 1, -2, 4, -4, -1, -1, -2, 2
20: O=C(O)/C=C/C(=O)Nc1nccs1
    -2, -1, 0, 7, 1, 1, 2, -2, -6, 2
21: CC(C)C(C(=O)N1CCN(Cc2ccccc2)CC1)c1ccccc1 (stereo not given)
    3, -2, -1, 4, -3, 0, 5, -3, -4, 2
22: CC(=O)Nc1ccc(S(=O)(=O)N(C)CC(=O)OC(C)C(=O)N(C)Cc2ccccc2)cc1 (stereo not given)
    6, 1, 0, 1, 5, -6, -4, 4, 4, 0
23: COCCCN1C(=O)C(CC(=O)NCC2CCCCC2)CC(C(=O)N(C(C)C)C(C)C)=C1C (stereo not given)
    5, 0, 0, -4, 3, -2, /, -2, 1, 2
24: CC1(c2ccc(Cl)cc2)NC(=O)N(CC(=O)NCc2ccc(F)cc2)C1=O (stereo not given)
    3, 0, 5, -2, -1, -1, -1, 0, -1, 7
25: COc1ccc(C(=O)COC(=O)c2sc(C)nc2C)cc1Cl
    13, 2, 0, -3, 5, 10, -24, -5, 3, -4
26: C/C=C/C(=O)Nc1nnc(C2CCCCC2)s1
    -2, -2, -3, 4, 0, -4, 4, -2, 3, 3
27: CCC1CCCCN1CCCNC(=O)CCC(=O)N1CC(C)Oc2ccccc21 (stereo not given)
    1, -1, -1, -2, 1, 2, -12, -3, 6, 2
28: COc1ccc(NC(=O)CSc2nnc(-c3ccccn3)n2-c2ccccc2)cc1OC
    10, -2, 0, 1, 0, 1, -1, 3, -1, -2
29: CCCCN(C)c1c(C)nc2ccc(C(=O)Nc3ccc(OC)c(OC)c3)cn12
    5, -2, -1, -1, -3, 9, /, 1, -3, 0
30: Cc1scc(C(=O)O)c1-c1c(C(=O)O)csc1C
    -5, 2, 5, 1, 0, 5, 4, -6, 2, 3
31: O=C(Nc1ccc(Oc2ccccc2)nc1)C1CCN(Cc2ccccc2)CC1
    0, -3, 0, 4, -1, -6, -1, -1, 4, -3
32: O=C(NCCCNCCCNC(=O)c1ccc(/C=N/O)nc1)c1ccc(/C=N/O)nc1
    2, 0, -2, 17, -4, 2, -2, -1, -3, -2
33: Cc1oc2c(c(C)cc3oc(=O)c(CC(=O)N[C@H](C(=O)O)C(C)C)c(C)c32)c1C
    5, 0, -3, 2, 6, 22, -3, 4, 4, -4
34: Cc1ccc(S(=O)(=O)N(CCc2ccccc2)c2ccc3c(c2)C2CC3CCN2C(=O)OCc2ccccc2)cc1 (stereo not given)
    -2, 2, 1, -1, -2, 4, -20, -3, 1, -7
35: C=CCOc1ccc(C2C(C(=O)c3ccco3)=C(O)C(=O)N2c2nnc(C)s2)cc1 (stereo not given)
    0, 10, -6, 1, -4, 1, 2, 6, 8, -6
36: O=C(c1ccccc1)N1CCN(C(=O)c2ccc(OC(F)(F)F)cc2)CC1
    -5, 2, 2, 8, -2, -2, 6, -2, -1, -5
37: Cc1ccc(S(=O)(=O)Nc2cc(=O)[nH]c(SCc3ccccc3Cl)n2)cc1
    2, 10, 1, -9, 1, 12, 0, 7, 0, -1
38: CN1C[C@H]2CON(C)[C@H]2C[C@H]1c1cccc(-c2ccc(C#N)cc2)c1
    6, -2, 2, -2, -3, 0, 3, 6, 4, 1
39: CC(=O)N(CN1C(=O)C2C3C=CC(C3)C2C1=O)c1cccc(Cl)c1 (stereo not given)
    0, 0, -2, -1, 11, -1, 3, -4, -1, 4
40: CC(C)CN(C(=O)COC(=O)c1cccnc1Cl)c1c(N)n(Cc2ccccc2)c(=O)[nH]c1=O
    -6, 0, -4, 3, 5, 0, -1, 9, 2, -5
41: CCOC(=O)Cn1c(C)c(Br)c(COC)c(C#N)c1=O
    -2, 2, 0, -7, -5, -5, -2, -6, 4, 7
42: COc1ccc(CCNS(=O)(=O)c2ccc3oc(C(=O)O)c(C)c3c2)cc1OC
    4, 2, 4, 0, -5, 5, 1, -18, 0, 3
43: CCC1CCCCN1C(=O)CSc1nc(C)cc(C)n1 (stereo not given)
    4, -2, 0, 2, -2, -4, -1, -1, 3, 0
44: O=C(O)C1=C[C@H](c2cccs2)C[C@H](OCc2ccc(CO)cc2)O1
    -8, 3, 1, 5, 0, 5, 5, 2, 0, -6
45: CCOc1ccccc1N(C(C)=O)S(=O)(=O)c1ccc(Cl)cc1
    1, -3, -2, 3, -1, -3, 4, 4, 1, 0
46: CCc1ccc(CN(C)Cc2nc(Cc3cccc(C(F)(F)F)c3)no2)nc1
    -5, -6, -1, 1, 1, -7, 6, -2, -1, -4
47: COc1ccc(CC(=O)NCCC2=CCCCC2)cc1
    -2, -1, -1, 9, 5, -2, 4, 0, 1, -5
48: COc1nc(-c2ccccc2)cc(-c2ccc3c(c2)OCO3)c1C#N
    7, -3, -2, 2, 2, 5, 2, -1, 10, -3
49: COC(=O)c1sccc1NC(=O)CN(C)NS(=O)(=O)c1ccc(Cl)cc1
    0, 1, -4, -1, 2, -1, -6, -4, -1, 0
50: O=C(CN(CCc1ccccc1)S(=O)(=O)c1ccc(Br)cc1)N/N=C/c1ccccc1C(=O)O
    1, -1, -1, -5, 1, 13, -5, -3, 0, -5
51: Cc1ccc(C2(C)NC(=O)N(CC(=O)N3CCN(S(=O)(=O)c4cccc([N+](=O)[O-])c4)CC3)C2=O)cc1 (stereo not given)
    1, 0, -2, 10, 6, 5, 1, 3, 0, -5
52: CCCCC(=O)Nc1nnc(SCC(=O)NCC2CCCO2)s1 (stereo not given)
    3, 2, 1, 0, 3, -2, -7, -2, 4, 0
53: Cc1nc2ccccc2n1/N=C/c1ccc([N+](=O)[O-])o1
    2, 2, -4, -8, 1, 0, -5, 1, 4, -5
54: COC1=CC(=O)C=C(OC)C1(O)CC(C)=O
    4, 5, -1, -1, -1, 3, -7, 1, 9, -5
55: COC(=O)C1CCN(C(=O)CSc2nnc(-c3ccncc3)o2)CC1
    4, 2, -1, 0, -3, -4, 0, -6, 0, -5
56: COc1ccccc1C(=O)N/C(=C/c1cccc([N+](=O)[O-])c1)C(=O)Nc1cccc(C(=O)O)c1
    1, 0, 7, -3, 0, 13, 1, -18, 2, 7
57: COc1nc(NCCO)nc(Nc2cc(Cl)ccc2OC)n1
    -2, -3, -1, -1, 9, 6, 3, -4, -4, -8
58: O=C(COC(=O)c1ccccc1O)NCCCc1ccccc1
    -6, 5, 1, 4, 0, -5, -5, 0, 1, 0
59: Cc1cc(Br)c(NC(=O)COC(=O)c2ccc[n+]([O-])c2)c(Br)c1
    2, -4, 1, 9, 0, 4, 6, 0, 2, -1
60: O=c1[nH]nc(-c2ccc(F)cc2)cc1Cc1ccccc1
    -14, 6, 5, -10, -6, -4, -5, -28, 5, 7
